# Abeta rescue: qHTS for compounds that reverse cellular toxicity of Amyloid beta (A-beta) peptide in yeast: Primary Screen; AID 1347071, 2019; yeast expressing A-beta42, growth rescue, OD600, 48 h; response scale: 0% DMSO, 100% iron-clioquinol control; actives 0.063% (n = 410,000); Potency, µM (series often up to 46.1 µM), inactives show at the highest dose growth rescue, actives largely listed as activators; note: potency is the fitted concentration of half-maximal effect; nearly all actives have a fitted effect of over 55% in size
#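 Yeast A-beta toxicity model in growth medium with pinned compounds, 48 h at 30 C; growth read as absorbance at 600 nm. Normalized to FeCl3/clioquinol equimolar mix (positive) and DMSO (negative).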
# aSyn yeast inh: qHTS of alpha-syn Inhibitors | Yeast expressing alpha-synuclein, growth rescue, BacTiter-Glo, 24 h | Potency, µM (doses to about 46.1 µM), for inactives: top-dose growth rescue (activation), hits mostly activators | actives 0.14% (n = 370,000) | AID 652106, 2013; note: potency is the fitted concentration of half-maximal effect; % of control where 0% means no effect; nearly all actives have a fitted effect of over 65% in size
#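 Screening used galactose-induced yeast with toxic alpha-synuclein levels, exposed to compound for 24 hr at 30 deg C. Cell growth, read with BacTiter-Glo luminescence, gave the measured signal.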
# EPAC2 antagonist: qHTS for Antagonist of cAMP-regulated guanine nucleotide exchange factor 2 (EPAC2): primary screen; EPAC2 GEF exchange of Rap1B-BODIPY-GDP, fluorescence; Potency, µM (highest dose often 114 µM), inactives show at the top dose activity, negative = inhibition, hits mostly inhibitors; actives 0.18% (n = 360,000); AID 720708, 2013; note: potency is the fitted concentration of half-maximal effect; % is set by controls: 0 for no effect and ±100 for the full control effect; nearly all actives have a fitted effect of over 45% in size; many of its hits are not listed in these tables
# Target sequence (Q8WZA2 whole entry, looked up): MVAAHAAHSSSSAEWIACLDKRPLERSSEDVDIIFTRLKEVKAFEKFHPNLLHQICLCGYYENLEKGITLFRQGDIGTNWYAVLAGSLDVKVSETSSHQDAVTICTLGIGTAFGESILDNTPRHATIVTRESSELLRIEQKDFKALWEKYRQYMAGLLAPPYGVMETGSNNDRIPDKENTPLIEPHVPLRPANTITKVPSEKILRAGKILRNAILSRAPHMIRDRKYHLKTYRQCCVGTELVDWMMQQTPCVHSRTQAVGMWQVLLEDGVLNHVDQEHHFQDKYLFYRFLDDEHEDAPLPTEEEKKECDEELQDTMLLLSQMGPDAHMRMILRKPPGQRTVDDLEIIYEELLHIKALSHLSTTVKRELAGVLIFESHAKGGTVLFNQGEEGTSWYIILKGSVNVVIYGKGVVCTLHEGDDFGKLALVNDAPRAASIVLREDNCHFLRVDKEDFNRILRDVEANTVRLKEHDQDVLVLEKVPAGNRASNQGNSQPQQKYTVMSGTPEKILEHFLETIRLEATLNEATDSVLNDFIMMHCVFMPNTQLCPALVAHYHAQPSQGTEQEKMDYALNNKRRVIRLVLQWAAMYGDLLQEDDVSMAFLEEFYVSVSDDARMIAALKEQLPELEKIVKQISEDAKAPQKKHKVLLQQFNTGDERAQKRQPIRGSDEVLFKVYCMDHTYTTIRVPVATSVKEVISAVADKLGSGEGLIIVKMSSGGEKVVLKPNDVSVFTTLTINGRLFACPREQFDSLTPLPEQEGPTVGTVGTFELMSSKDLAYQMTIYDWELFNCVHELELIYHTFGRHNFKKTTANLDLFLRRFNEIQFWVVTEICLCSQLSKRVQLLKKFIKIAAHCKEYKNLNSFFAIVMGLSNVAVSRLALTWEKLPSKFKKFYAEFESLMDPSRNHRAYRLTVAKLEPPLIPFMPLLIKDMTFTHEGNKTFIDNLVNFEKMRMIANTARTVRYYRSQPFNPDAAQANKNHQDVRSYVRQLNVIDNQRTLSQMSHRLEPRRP
# DRD3 antagonist: qHTS of D3 Dopamine Receptor Antagonist: qHTS; AID 652054, 2013; max response, negative = inhibition, %; D(3) dopamine receptor (Homo sapiens), P35462; actives 2.5% (n = 360,000); D3R cells, DiscoveRx beta-arrestin luminescence, antagonist mode; hits give low values; in the data active = max response below about -50%; inconclusive = no clear call, values can overlap the other calls; note: % is set by controls: 0 for no effect and ±100 for the full control effect; mostly tested at two doses, the higher about 12 µM
#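 Cells expressing the human receptor were seeded at 1500 cells/well, incubated overnight at 37 degrees C in 5% CO2, then exposed to library compounds with dopamine controls for 90 minutes at 37 degrees C before luminescent detection.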
# D3 ag: qHTS of D3 Dopamine Receptor Agonist: qHTS | D3R DiscoveRx beta-arrestin cells, luminescence, 90 min | max activation, % | actives 0.58% (n = 410,000) | AID 652048, 2013; in the data active = max activation above about 30%; note: 0% is about no effect; mostly tested at two doses, the higher about 12 µM
#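 Cells at 1500/well, incubated overnight, then treated with pinned compounds (dopamine as control) for 90 min at 37 degrees C. DiscoveRx reagent added for 30 - 60 minutes at room temperature; luminescence read.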
# TDP-43 yeast inh: qHTS of TDP-43 Inhibitors; TDP-43 expressing yeast growth rescue, BacTiter-Glo, 24 h; Potency, µM (doses to about 46.1 µM), for inactives: at the highest dose growth rescue (activation), usual class: activators; actives 1.8% (n = 410,000); AID 652104, 2013; note: potency is the fitted concentration of half-maximal effect; % of control where 0% means no effect; nearly all actives have a fitted effect of over 50% in size
#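 Growth rescue of TDP-43-toxic yeast measured as ATP luminescence (BacTiter-Glo). Cells grown to mid-log in raffinose, induced in galactose at OD600=0.02, exposed to compound 24 hr at 30 deg C.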
# FUS yeast rescue: qHTS for Suppressors of FUS Proteinopathy: Primary screen using FUS-linked yeast assay; S. cerevisiae FUS-expressing, growth rescue, OD600, 24 h; actives 0.24% (n = 390,000); Potency, µM (series often up to 76.6 µM), without a hit: at the highest dose growth rescue (activation), most hits filed as activators;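 note: potency is the fitted concentration of half-maximal effect; plate controls were DMSO vehicle for no effect and reference control for full effect; nearly all actives have a fitted effect of over 55% in size; some results filed as inactive show a strong effect at the top dose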
#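 Galactose (2%) drives FUS expression in yeast precultured in raffinose; seeding density OD 0.005. Test compounds incubated 24hr at 30C and 99% humidity before absorbance at 600 nm was measured.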
# EPAC2 agonist: qHTS for Agonist of cAMP-regulated guanine nucleotide exchange factor 4 (EPAC2): primary screen; Rap guanine nucleotide exchange factor 4 (Homo sapiens), Q8WZA2; Potency, µM (top dose mostly 154 µM), inactives show top-dose activation, actives largely listed as activators; EPAC2 activation, biochemical qHTS; response scale: 100% = 6.5 mM cAMP response; actives 0.079% (n = 360,000); note: potency is the fitted concentration of half-maximal effect; nearly all actives have a fitted effect of over 50% in size
#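 Compounds were titrated in qHTS against a Rap1B-BODIPY-GDP (250 nM) complex with EPAC2 (100 nM) and GDP (50 uM). BODIPY-GDP release tracked at 480/540 nm over 30 min at room temperature, normalized to 6.5 mM cAMP.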
# * hit, by the source's call; ? = inconclusive; . = not tested or not shown; [ ] = dose if it differs, or a comment. Unless noted, calls come from the whole dose curve; as a rule, active = well fitted curve in the direction sought with a large enough effect; inconclusive = small, poorly fitted or top-dose-only effect, or another doubt; inactive = no such curve, though single readings can be large; an effect the other way counts as inactive or inconclusive.
# Sequence of screens: Abeta rescue	aSyn yeast inh	EPAC2 antagonist	DRD3 antagonist	D3 ag	TDP-43 yeast inh	FUS yeast rescue	EPAC2 agonist
- CC(=O)Nc1cncc(-c2cccc(C(=O)NCCN(C)C)c2)n1
→ 13%	-5%	27%	0	-13	14%	-28%	2%
- CCN1CCN(C(=O)c2ccccc2Nc2ccc(SC(F)F)cc2)CC1
→ 2%	5%	2%	-5	0	-12%[0.397 µM]	14%	0%
- CCN1C(=NCC(C)C)N[C@@H](CCc2ccccc2)[C@H](C(=O)NCC(C)C)[C@H]1C
→ -14%	-5%	6%	?	-22	-4%	-27%	-3%
- CCOc1ccc(Cn2c(CNS(=O)(=O)c3c(C)cc(C)cc3C)nc3cccnc32)cc1
→ 5%	.	.	.	-1	10%	44%	.
- COc1ccc(C2Nc3ccccc3C(=O)N2NS(=O)(=O)c2ccccc2)cc1OC (stereo not given)
→ -6%	-3%	-4%	-1	-9	-12%[9.22 µM]	3%	7%
- C[C@H](NC(=O)c1nc[nH]c1C(=O)N[C@@H](Cc1ccccc1)C(=O)OCc1ccccc1)C(=O)OC(C)(C)C
→ 6%	-5%	-18%	1	4	16%	42%	-4%
- CC/C(=N\OC(=O)c1ccc(OC(C)C)cc1)c1ccc(C)cc1
→ 2%	-11%	-2%	4	5	-11%	30%	5%
- S=C(NCCc1ccccc1)Nc1ccc(Cl)cc1Cl
→ 10%	-17%	-2%	6	-1	?	-10%	14%
- CCc1ccc(N2C(=O)C(Cl)=C(N3CCOCC3)C2=O)cc1
→ 11%	1%	-2%	-4	-4	11%	.	-8%
- COC(=O)CCC(=O)COc1ccccc1C#N
→ 2%	-6%	3%	-14	9	-4%	-6%	-12%
- CC(=O)NC1C(=O)Nc2c1cccc2C(F)(F)F (stereo not given)
→ -20%	-12%	15%	15	2	6%	-12%	0%
- CSc1ncnc2c1ncn2CCCN[C@H](C)c1cccc2ccccc12
→ -8%	2%	4%	11	-3	0%	-20%	10%
- COc1ccc(S(=O)(=O)N2CCN(Cc3cc(OC)c(OC)c(OC)c3)CC2)cc1
→ 5%	2%	-2%	3	4	6%	19%	-5%
- NC(=O)C1CCCN(C(=O)CNC(=O)C23CC4CC(CC(C4)C2)C3)C1 (stereo not given)
→ -12%	-5%	0%	6	-6	2%	14%	5%
- COc1ccc(C(c2c(O)nc(SC)n(C)c2=O)c2c(O)nc(SC)n(C)c2=O)cc1O
→ -4%	-1%	10%	6	6	12%	.	2%
- C=CCNC(=O)N1CCCC(C(=O)c2cccc(OC(C)C)c2)C1 (stereo not given)
→ 2%	-2%	-2%	4	0	7%	10%	3%
- COc1ccc(C(CC(=O)c2ccc(C)cc2)Nc2ccc([N+](=O)[O-])cc2)cc1 (stereo not given)
→ 3%	7%	-2%	-30	-8	-8%	.	7%
- O=C(CCC1CCCC1)NNC(=O)c1ccccc1O
→ 0%	4%	6%	0	2	12%	-9%	-3%
- Cn1cc(C(=O)NCCc2ccccc2)c(=O)c2cc(S(=O)(=O)N3CCCCC3)ccc21
→ 2%	.	.	.	4	12%	-3%	.
- CCCn1nc2cc(C(=O)NCC34CC5CC(CC(C5)C3)C4)ccc2c1OCC
→ 2%	9%	-1%	-20	-6	21%	34%	17%
- O=C(COC(=O)c1cccnc1Cl)NCCc1ccc(F)cc1
→ -2%	5%	1%	3	-6	30%	.	-3%
- CCOc1cc(NC(=S)NCc2ccco2)c(OCC)cc1NC(=O)CC(C)C
→ 3%	-9%	14%	0	2	13%	0%	-3%
- O=C1C=CCC(/C=C/c2ccccc2)O1 (stereo not given)
→ 0%	13%	-7%	?	1	?	-33%	1%
- CO/N=C/CC(=O)c1cnc(-c2ccc(Cl)cc2)s1
→ 3%	4%	-12%	2	3	-6%	20%	-1%
- COc1ccc(N2CCN(C(=O)c3ccccc3N(C)S(=O)(=O)c3ccc(C)cc3)CC2)cc1
→ 4%	1%	3%	18	6	5%	.	4%
- Cc1cccc(NC(=O)c2csnn2)n1
→ 1%	-7%	15%	3	-2	-5%	-21%	0%
- CCCCn1nc(C(=O)O)ccc1=O
→ 9%	5%	7%	10	1	6%	-10%	-2%
- CCOc1cccc(OCCOCCNC(C)(C)C)c1
→ 6%	0%	-4%	6	-3	15%	.	10%
- COc1ccc(CN=C(N)N=C(N)N)cc1Cl
→ -3%	0%	11%	16	-2	-6%	-9%	2%
- CNS(=O)(=O)c1ccc(NC(=O)C2CC(=O)N(c3ccc(Cl)cc3)C2)cc1 (stereo not given)
→ -21%	6%	-5%	13	3	-8%	5%	1%

# The list continues.
# Sequence of screens: Abeta rescue	aSyn yeast inh	EPAC2 antagonist	DRD3 antagonist	D3 ag	TDP-43 yeast inh	FUS yeast rescue	EPAC2 agonist
- CCCNC(=O)c1ccccc1NS(=O)(=O)c1ccc(OC)c(OC)c1
→ 6%	-5%	-4%	-22	-7	-3%	-8%	8%
- COc1cccc(NC(=S)N2CCC(N(C)CC3CCCO3)CC2)c1 (stereo not given)
→ 1%	3%	12%	15	4	-16%	8%	1%
- CS(=O)(=O)Nc1ccc(Br)cc1
→ -9%	-9%	3%	0	-7	8%	-10%	3%
- Cn1c(=O)c2c(nc(NCc3ccccc3)n2CC(N)=O)n(C)c1=O
→ -1%	-2%	10%	-9	1	-5%	-9%	7%
- O=C(c1cc(Cl)cc(Cl)c1)N1CCC(=O)N([C@H](COCc2ccccc2)Cc2ccccc2)CC1
→ 13%	0%	-15%	8	29	?	36%	9%
- CN(c1ncc(C(F)(F)F)cc1Cl)n1cc(C(=O)O)c2ccccc2c1=O
→ 2%	3%	-1%	-18	0	-10%	18%	-2%
- Cc1nn(C2CCS(=O)(=O)C2)c(Cl)c1/C=C/C(=O)OCC(=O)Nc1ccccc1[N+](=O)[O-] (stereo not given)
→ -7%	0%	-1%	7	2	0%	5%	13%
- CN(C)c1ccc(C=Cc2cnccn2)cc1
→ -7%	-2%	7%	5	4	-4%	-20%	12%
- COc1ccccc1N(C(=O)Cn1nnc2ccccc21)C(C(=O)NCc1ccco1)c1ccc(C)o1 (stereo not given)
→ 26%	-5%	-2%	?	-9	-9%	4%	2%
- COc1cc(CCC(=O)Nc2cccc(S(=O)(=O)N(C)C)c2)cc(OC)c1OC
→ -6%	-7%	-1%	19	-1	2%	.	1%
- COCCNC(=O)/C(C#N)=C/c1c(N2CC(C)OC(C)C2)nc2ccccn2c1=O (stereo not given)
→ -6%	0%	12%	22	2	13%	.	4%
- CCN1CCN(C(=O)Nc2cccc(C(F)(F)F)c2)CC1
→ 10%	3%	6%	-9	-6	-12%	-4%	7%
- CC(=O)Oc1ccc(C(=O)Nc2ccccc2NC(=O)c2ccc(OC(C)=O)cc2)cc1
→ -14%	-6%	3%	-16	1	26%	-9%	3%
- CCOC(=O)c1cccnc1SCC(=O)NCc1ccccc1
→ 1%	-1%	6%	6	17	-9%	21%	-10%
- CCc1ccc2c(F)cccc2n1
→ -18%	7%	7%	0	2	22%	-22%	8%
- COc1cc(OC)c(NC(=O)CN2CCCN(Cc3ccccc3C)S2(=O)=O)cc1Cl
→ -11%	.	.	.	-2	19%	-17%	.
- C[C@H](CO)N1C[C@H](C)[C@@H](CN(C)Cc2ccccc2)Oc2ccc(NC(=O)CCCCCC(=O)Nc3ccccc3N)cc2C1=O
→ -4%	-1%	-14%	0	5	18%	16%	3%
- COc1cc(/C=N/N=C(\N)c2nonc2N)ccc1O
→ -2%	-9%	-6%	-10	1	-21%	10%	8%
- CC(C(=O)Nc1ccc2c(c1)OCCO2)c1ccc([N+](=O)[O-])cc1 (stereo not given)
→ 2%	-4%	-15%	-1	-3	?	2%	17%
- COc1cc(C(C)=O)ccc1OCC(O)CN1CCN(c2ccc(C)c(C)c2)CC1 (stereo not given)
→ -9%	2%	4%	-52*	-8	-1%	18%	0%
- O=C(CSc1nccc(=O)[nH]1)NC1CCCC1
→ 7%	3%	7%	10	5	-18%	-3%	11%
- Cc1cc(N2CCCC2)ccc1NC(=O)CN1C(=O)NC(C)(c2ccccc2)C1=O (stereo not given)
→ 2%	0%	0%	-1	-7	1%	?	7%
- O=S(=O)(/C=C/c1ccccc1)N1CCNCC1
→ 2%	-4%	-1%	-17	-5	-12%	10%	7%
- COc1ccc(N2CCN(S(=O)(=O)c3c(C)nc4sc(C)cn4c3=O)CC2)cc1
→ -5%	.	.	.	1	6%	-8%	.
- COc1ccc(CCNC(=O)CCN2C(=O)C3CC=CCC3C2=O)cc1OC (stereo not given)
→ -4%	-8%	4%	-10	-2	-12%	-8%	8%
- Cc1ccc(-c2nc3ccccc3[nH]2)cc1NC(=O)/C=C/c1ccco1
→ -9%	-6%	-10%	?	2	-12%	?	4%
- Cc1ccc(-c2nnn(CC(=O)N(CC(=O)NCc3ccccc3)c3cccc(C)c3C)n2)o1
→ -8%	10%	-1%	28	14	0%	43%	0%
- Cc1nc([N+](=O)[O-])c(Br)n1CC(=O)c1ccc(F)cc1
→ 5%	3%	5%	?	-1	6%	3%	11%
- O=C(C[C@H]1CC[C@H](NC(=O)Nc2ccccc2F)[C@@H](CO)O1)NCc1ccc(-c2ccccc2)cc1
→ 2%	-10%	2%	24	15	23%	18%	5%
- Cc1nn(Cc2ccccc2)c(C)c1NC(=O)CSc1n[nH]c(C)c1[N+](=O)[O-]
→ 2%	-5%	15%	-8	6	-4%	-9%	3%

# One compound at a time, as listed above. Order of screens: Abeta rescue	aSyn yeast inh	EPAC2 antagonist	DRD3 antagonist	D3 ag	TDP-43 yeast inh	FUS yeast rescue	EPAC2 agonist
# O=C(C[C@H]1CC[C@H](NC(=O)Nc2ccccc2F)[C@@H](CO)O1)NCc1ccc(-c2ccccc2)cc1 is listed with 2%	-10%	2%	24	15	23%	18%	5%
# CN(c1ncc(C(F)(F)F)cc1Cl)n1cc(C(=O)O)c2ccccc2c1=O is listed with 2%	3%	-1%	-18	0	-10%	18%	-2%
# CC(C(=O)Nc1ccc2c(c1)OCCO2)c1ccc([N+](=O)[O-])cc1 (stereo not given) is listed with 2%	-4%	-15%	-1	-3	?	2%	17%
# COc1cc(C(C)=O)ccc1OCC(O)CN1CCN(c2ccc(C)c(C)c2)CC1 (stereo not given) is listed with -9%	2%	4%	-52*	-8	-1%	18%	0%

# This is a subset (hit frequency here may not be typical).
